# Assay outcomes as filed in PubChem.
# Epigenetic mod: epigenetic modulators derepressing GFP locus in mouse cells; mouse C127i GFP locus derepression, cytometry, 30 h; Potency, µM (titrated, usually from 46.1 µM), for inactives: at the top dose GFP derepression (activation); 68,000 compounds, 0.09% hits; also: % of control where 0% means no effect
#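 Derepression screen: silenced CMV-GFP reporter in murine C127i cells, 30 h compound incubation at 37 C, washed cells imaged by laser-scanning cytometer to enumerate GFP-expressing objects of 20 to 120 um.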
# ALOX15 inhib: 15-hLO (ALOX15) enzyme inhibition; P16050; purified 15hLO-1, xylenol orange hydroperoxide absorbance; Potency, µM (titrated, usually from 57.1 µM), inactives show at the top dose activity change, negative = inhibition, most hits filed as inhibitors; 74,000 compounds, 1.4% hits; AID 887; also: potency is read from the fitted curve at half-maximal effect; % is scaled to controls: 0 for no effect and ±100 for the full control effect; nearly all actives have a fitted effect of over 55% in size
# Target sequence (P16050 whole entry, looked up): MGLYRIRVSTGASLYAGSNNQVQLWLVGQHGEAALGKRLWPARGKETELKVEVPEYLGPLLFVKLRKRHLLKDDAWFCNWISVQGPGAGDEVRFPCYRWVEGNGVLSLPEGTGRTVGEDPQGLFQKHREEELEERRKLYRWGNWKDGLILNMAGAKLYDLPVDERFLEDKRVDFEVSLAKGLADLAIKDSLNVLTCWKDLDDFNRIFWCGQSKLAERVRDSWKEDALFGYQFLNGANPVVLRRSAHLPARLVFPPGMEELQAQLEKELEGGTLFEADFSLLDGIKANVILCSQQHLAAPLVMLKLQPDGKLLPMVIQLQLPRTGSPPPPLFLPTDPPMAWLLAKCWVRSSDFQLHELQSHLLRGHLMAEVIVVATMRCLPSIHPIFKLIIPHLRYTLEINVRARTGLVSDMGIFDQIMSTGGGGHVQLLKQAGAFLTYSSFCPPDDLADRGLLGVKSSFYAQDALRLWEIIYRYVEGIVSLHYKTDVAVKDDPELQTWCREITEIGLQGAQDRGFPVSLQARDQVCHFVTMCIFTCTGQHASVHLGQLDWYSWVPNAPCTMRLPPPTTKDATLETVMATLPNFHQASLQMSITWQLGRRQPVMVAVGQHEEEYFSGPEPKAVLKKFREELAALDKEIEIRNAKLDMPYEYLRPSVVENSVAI
#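 Inhibition is scored from a chromogenic endpoint. After 15 min enzyme-compound contact, arachidonic acid (50 uM final) reacts 6 min with 40 nM 15hLO-1 at room temperature, then Fe-XO reagent is added for 30 min and absorbance ratio recorded.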
# UbGFP stabilizer: ubiquitin-GFP accumulation via proteasome inhibition | Ubiquitin-GFP reporter cells, proteasome inhibition, GFP fluorescence; response scale: untreated = 0%, 10 µM MG-132 = 100% | 67,000 tested, under 10 active | Potency, µM (series often up to 45.9 µM), for inactives: at the highest dose activation (GFP accumulation), usual class: activators; active = well fitted activation curve with a large enough effect, not every such curve was filed as active; inconclusive = small, poorly fitted or top-dose-only effect, or another doubt; inactive = no such curve, though single readings can be large or run the other way; also: potency is read from the fitted curve at half-maximal effect
#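 U2OS cells expressing ubiquitin(G76V)-GFP, seeded overnight in 0.5% FBS medium, then treated 4 hr at 37 C across 46 uM to 2.9 nM. GFP-positive cells counted by laser cytometry (488 ex/515 em); %activity scaled between basal and 10 uM MG-132.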
# HBB splice mod: hemoglobin beta splicing modulation. HBB splicing reporter cell assay, activation; EGFP reporter with mutant IVS2-654 intron; response scale: normalised to 500 nM splice-correcting PNA. Potency, µM (top dose mostly 46.1 µM), without a hit: top-dose activation, most hits filed as activators. 65,000 compounds, 0.06% hits. AID 925; also: potency is read from the fitted curve at half-maximal effect; 0% is about no effect
#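 Compounds were applied for 2 days to HeLa EGFP-654 cells, 500/well in Optimem with 2% FCS. The reporter's EGFP is disrupted by mis-splicing of beta-globin intron IVS2-654. Readout: summed well GFP fluorescence from 488 nm laser scanning; reference was 500 nM antisense […] 654 PNA.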
# DNA Pol III inh: inhibitors of bacterial DNA polymerase III holoenzyme. reconstituted DNA polymerase III holoenzyme replication, biochemical. Potency, µM (titrated, usually from 57.1 µM), for the others: top-dose activity change, negative = inhibition. 71,000 compounds, 0.25% hits; also: potency is read from the fitted curve at half-maximal effect; % is scaled to controls: 0 for no effect and ±100 for the full control effect
#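 Reconstituted *E. coli* holoenzyme (0.35 nM Pol III, 1 nM beta, 154 nM SSB, 2 nM primase) was preincubated with compound for 15 min at RT. Synthesis on 1.4 nM ssM13Gori ran 35 min, then was stopped with PicoGreen/EDTA and read as dsDNA fluorescence.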
# HADH2 inhib: inhibitors of human HADH2 dehydrogenase | Q99714 | recombinant HADH2, NADH fluorescence, beta-hydroxybutyryl-CoA | Potency, µM (highest dose often 57.1 µM), for inactives: at the top dose activity change, negative = inhibition, hits mostly inhibitors | 73,000 compounds, 3.4% hits | AID 886; also: potency is read from the fitted curve at half-maximal effect; % is scaled to controls: 0 for no effect and ±100 for the full control effect; nearly all actives have a fitted effect of over 60% in size; many of its hits are not listed in these tables
# Target sequence (Q99714 whole entry, looked up, one chain of several): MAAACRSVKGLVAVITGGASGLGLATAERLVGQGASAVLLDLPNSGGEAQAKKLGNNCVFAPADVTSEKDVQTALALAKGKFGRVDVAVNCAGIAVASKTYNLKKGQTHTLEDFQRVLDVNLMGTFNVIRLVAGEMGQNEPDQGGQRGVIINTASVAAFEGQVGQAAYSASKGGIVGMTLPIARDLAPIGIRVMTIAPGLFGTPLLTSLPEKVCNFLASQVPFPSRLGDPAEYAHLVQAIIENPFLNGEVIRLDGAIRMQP
#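 Activity measured as NADH fluorescence gain (360/450 nm), taken as the change between first and last reads of a 4-min kinetic run. Conditions: pH 9.0 Tris buffer, 20 nM E. coli-expressed His-tagged enzyme, 1 mM NAD+, 90 uM beta-hydroxybutyryl-CoA; 15-min compound preincubation.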
# Texas Red fluor: compound fluoresces in the Texas Red spectral region. max dye-equivalent concentration, M. Compound fluorescence, Texas Red channel, 547/618 nm; active compounds read high. AID 587. 59,000 compounds, 0.06% hits; in the data active = max dye-equivalent concentration above about 10 nM; inconclusive = between about 1.1 nM and that limit
#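 Texas Red-region profiling: compounds in 100 mM Tris pH 8.0 were read at 547/618 nm after 15 min at room temperature. Intensities were normalized against a six-point Texas Red standard series to give dye-equivalent concentration.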
# Fluorescein fluor: compound autofluorescence in fluorescein spectral region. Compound autofluorescence, 480/540 nm, fluorescein-equivalent; active compounds read high. max fluorescein-equivalent concentration, M. 59,000 compounds, 0.91% hits; in the data active = max fluorescein-equivalent concentration above about 10 nM; inconclusive = between about 1.1 nM and that limit
#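 Read-out is intrinsic compound fluorescence at 480/540 nm (excitation/emission), expressed as dye-equivalent concentration using a fluorescein standard series run on every plate. Compounds sat 15 min at room temperature in 100 mM Tris, pH 8.0.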
# Rhodamine fluor: compound autofluorescence in rhodamine spectral region | max dye-equivalent concentration, M | Rhodamine-region fluorescence, 547/598 nm, Tris buffer; active compounds read high | 59,000 compounds, 0.05% hits; in the data active = max dye-equivalent concentration above about 11 nM; inconclusive = between about 1.1 nM and that limit
#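 Intrinsic compound fluorescence, ex 547 / em 598 nm, CCD imager. Tris 100 mM pH 8.0; 15 min RT. Output = rhodamine dye-equivalent concentration at each compound concentration.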
# 4-MU autofl: 4-MU region autofluorescence; compound autofluorescence, 340/450 nm, 4-MU equivalents; active compounds read high; max dye-equivalent concentration, M; 59,000 compounds, 11% hits; AID 589; in the data active = max dye-equivalent concentration above about 10 nM; inconclusive = mostly about 1.1 nM to 9.6 nM
#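 Intrinsic fluorescence at 340/450 nm (ex/em) was read after 15 min at room temperature in pH 8.0, 100 mM Tris. Each compound concentration expressed as 4-MU-equivalent concentration from a six-point 4-MU standard series on each plate.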
# Hsp90 Hop PPI: changes Hsp90-Hop TPR2A binding signal, up or down; 71,000 compounds, 0.44% hits; AID 595; Potency, µM (doses to about 57 µM), for the others: top-dose activity change, negative = inhibition; AlphaScreen TPR2A-His6 binding biotin-Hsp90 C-terminal peptide; active = well fitted curve in either direction with a large enough effect; inconclusive = small, poorly fitted or top-dose-only effect, or another doubt; also: potency is read from the fitted curve at half-maximal effect; % is scaled to controls: 0 for no effect and ±100 for the full control effect; many of its hits are not listed in these tables
# Starred values were filed as active, the others as inactive; i = inactive; ? = inconclusive; . = no result given; [ ] = another dose, or the depositor's remark. Unless noted, calls follow the shape of the dose curve; as a rule, active = well fitted curve in the direction sought with a large enough effect; inconclusive = small, poorly fitted or top-dose-only effect, or another doubt; inactive = no such curve, though single readings can be large; an effect the other way counts as inactive or inconclusive.
structure	UbGFP stabilizer	4-MU autofl	HADH2 inhib	ALOX15 inhib	Rhodamine fluor	HBB splice mod	DNA Pol III inh	Hsp90 Hop PPI	Fluorescein fluor	Epigenetic mod	Texas Red fluor
O=C(c1cc(O)c(O)c([N+](=O)[O-])c1)c1ccccc1F	-10%	i	?	-22%	i	-0.8%	-4%	?	i	1%	i
O=C(c1c[nH]c(=O)n(-c2ccccc2)c1=O)N1CCc2ccccc21	-8%	1.2e-08M*	-12%	5%	i	0.7%	-3%	-2%	i	1%	i
COc1ccc(NC(=O)c2oc3ccccc3c2NC(=O)C2CC2)cc1	0%	4.9e-08M*	152%[activator]	?	i	-0.1%	1%	1%	?	4%	i
O=C(CSc1nnc(COc2cccc3cccnc23)o1)N1CCc2ccccc21	3%	i	-2%	-3%	i	1.5%	-7%	-1%	?	-1%	i
CCOC(=O)N1CCC(N2C(=O)c3ccc(C(=O)NCc4ccco4)cc3C2=O)CC1	-3%	.	-9%	-7%	.	0.2%	6%	-4%	.	-2%	.
CC(=O)c1cccc(NC(=O)C2CC(=O)N(c3cccc(C)c3C)C2)c1 (stereo unspecified)	-3%	.	-3%	3%	.	-3.2%	7%	0%	.	8%	.
N#Cc1ccc(CN2CCCC3(CCN(C(=O)c4cc(C(F)(F)F)cc(C(F)(F)F)c4)CC3)C2)cc1	-4%	i	6%	-5%	i	1.9%	-4%	-4%	i	-6%[9.22 µM]	i
COc1ccc(S(=O)(=O)NCC(=O)N(CC(=O)NCC2CCCO2)c2ccccc2C)cc1 (stereo unspecified)	-1%	i	-1%	7%	i	-2.4%	-10%	-3%	?	1%	?
COC(=O)C1=C(C)C(c2ccc(OC)cc2OC)NC(=O)N1 (stereo unspecified)	-2%	i	8%	6%	i	.	1%	-2%	i	-3%	i
CC1CCN(C(=O)CCCOc2cc(=O)n(C)c3ccccc23)CC1	6%	i	9%	1%	i	-0.3%	-2%	-1%	i	-2%	?
CN1CCN(c2ccc(NC(=O)c3cccc(OCc4ccccc4)c3)cc2)CC1	2%	i	21%	5%	i	0.5%	2%	-22%	?	0%	i
Cn1c(C(=O)O)c(CC(=O)Nc2ccc(F)cc2F)c2ccccc21	-2%	i	0%	?	i	0.2%	2%	-5%	i	2%	i

# The final 2 entries of the section before lead into the next.
structure	UbGFP stabilizer	4-MU autofl	HADH2 inhib	ALOX15 inhib	Rhodamine fluor	HBB splice mod	DNA Pol III inh	Hsp90 Hop PPI	Fluorescein fluor	Epigenetic mod	Texas Red fluor
CN1CCN(c2ccc(NC(=O)c3cccc(OCc4ccccc4)c3)cc2)CC1	2%	i	21%	5%	i	0.5%	2%	-22%	?	0%	i
Cn1c(C(=O)O)c(CC(=O)Nc2ccc(F)cc2F)c2ccccc21	-2%	i	0%	?	i	0.2%	2%	-5%	i	2%	i
COc1ccc(N2CCN(CCNC(=O)CCCn3c(=O)[nH]c4cc(Cl)ccc4c3=O)CC2)cc1	0%	i	5%	-5%	i	-0.3%	1%	-8%	i	4%	i
CCOC(=O)c1c(C)[nH]c(C(=O)Nc2ccc3c(c2)OCO3)c1C	-4%	i	-5%	-8%	i	-4.3%	-3%	-16%	i	-3%	i
CN(C)c1nc2c(c(=O)n(C)c(=O)n2C)n1Cc1ccccc1	6%	i	14%	-4%	i	-0.4%	-3%	-7%	?	0%	i
CN(C)S(=O)(=O)Nc1ccc(Br)cc1F	0%	i	-4%	-2%	i	-1.2%	-3%	-1%	i	-3%	i
COc1ccc(/C=N\n2nnc3ccccc32)cc1	-7%	i	11%	4%	i	-0.9%	0%	0%	i	4%	i
CC(C)CN1C(=O)NC(NC(=O)c2cccs2)(C(F)(F)F)C1=O (stereo unspecified)	6%	i	8%	-3%	i	-0.7%	2%	-5%	i	2%	i
O=C(CCCn1c(SCC(=O)c2ccc(Cl)cc2)nc2ccccc2c1=O)NCc1ccco1	23%	i	3%	-15%	i	3.7%	-3%	-2%	?	-3%	?
CCn1nnnc1SCC(=O)N(C1CCCCC1)C1CCCCC1	-3%	i	-9%	-13%	i	.	0%	3%	i	?	i
Cc1nc2ccccc2c2oc(C(=O)NCCCN3CCCC3=O)cc12	16%	.	-13%	7%	.	-0.2%	-3%	-2%	.	2%	.
Cc1nn(C)c(C)c1S(=O)(=O)N1CCCC(C(=O)N2CCN(c3ccccc3)CC2)C1 (stereo unspecified)	-12%	.	1%	0%	.	-0.5%	-2%	-7%	.	2%	.
COc1ccc(-n2nc3c(c2NC(=O)c2c(-c4ccccc4Cl)noc2C)CS(=O)(=O)C3)cc1	3%	i	2%	-8%	i	10%[0.369 µM]	2%	0%	i	5%	i
C=CCNC(=O)c1ccc(Cl)cc1Cl	15%	i	-4%	1%	i	0.0%	-6%	0%	i	3%	i
O=C(O)c1ccc(S(=O)(=O)c2ccccc2)cc1	5%	i	-1%	1%	i	-1.0%	-3%	-2%	i	3%	?
CCn1c(SCC(=O)N2CCCc3ccccc32)nc2c(c1=O)SC(C)C2 (stereo unspecified)	-3%	.	8%	-4%	.	-0.1%	-1%	-6%	.	.	.
Cc1cc2c(c(=O)o1)C(CC(C)C)C(C#N)=C(N)O2 (stereo unspecified)	.	?	.	.	i	.	.	.	?	2%[20.6 µM]	i
Cc1ccc(/C(O)=C2\C(=O)C(=O)N(CC(C)O)C2c2cccc(F)c2)cc1 (stereo unspecified)	1%	i	-10%	48%[activator]	i	.	-7%	2%	i	1%	i
COc1ccc(C(=O)N2CCC[C@@]3(CCN(c4ccncc4)C3)C2)cc1	-12%	i	-2%	2%	i	0.6%	-5%	1%	i	-1%[9.22 µM]	i
CC1(C)CC(=O)C(C=NCCN2CCN(CCCCS(=O)(=O)O)CC2)=C(O)C1	-3%	i	4%	14%	i	.	-4%	-3%	i	-1%	i
N#CC1=C(SCc2ccccc2Cl)NC(=O)C(C(N)=O)C1 (stereo unspecified)	0%	i	-2%	-2%	i	.	-2%	0%	i	0%	?
Cc1ccc2oc(=O)c3cnn(CC(=O)NCCN4CCOCC4)c3c2c1	?	.	-4%	-2%	.	0.4%	-3%	0%	.	-2%	.
Cc1[nH]c2ccccc2c1C(=O)CN1CCCCC1C (stereo unspecified)	-4%	i	-2%	?	i	4.5%[1.84 µM]	1%	-4%	?	3%	i
CN(C)c1nc2sc3c(c2c(=O)n1C)CC(C)(C)OC3	.	?	.	.	i	.	.	.	?	0%[20.6 µM]	i
CCOc1ccc(NCc2nnc(SCC(=O)Nc3cc(C)on3)n2-c2ccccc2OC)cc1	2%	i	?	-6%	i	-2.7%	1%	-5%	i	5%	?
Cc1ccc(NC2=NC(c3ccc(C)cc3)n3c(nc(C)cc3=O)N2)cc1 (stereo unspecified)	.	i	7%	-6%	i	2.9%[0.369 µM]	-8%	-5%	i	4%	i
O=C(Nc1ccc2c(c1)OCO2)c1cnn2c(C(F)(F)F)cc(-c3ccco3)nc12	-7%	.	0%	3%	.	4.0%	-2%	-4%	.	2%	.
Fc1ccccc1C(c1nnnn1Cc1ccc2c(c1)OCO2)N1CCN(Cc2ccccc2)CC1 (stereo unspecified)	-1%	i	18%	-9%	i	-4.3%	-8%	-5%	i	-2%	?
CC(NC(=O)c1ccco1)c1ccc2c(c1)OCCO2 (stereo unspecified)	6%	i	-7%	3%	i	-0.4%	-4%	0%	?	0%	i
COc1ccc(CCNC(=O)Cn2cnc3c(nnn3Cc3ccccc3F)c2=O)cc1OC	4%	i	12%	2%	i	2.3%	-1%	0%	i	4%	?
COc1ccc(NC(=O)C2CC(c3ccc(OC)c(OC)c3)=NO2)cc1OC (stereo unspecified)	0%	2.5e-08M*	-5%	3%	i	0.2%	-2%	-5%	i	6%	i
CCOc1ccc(NC(=O)C2CC(=O)N3CCCN=C3S2)cc1 (stereo unspecified)	9%	i	2%	-10%	i	0.9%	0%	-8%	i	0%	i
CCNc1nnc(-c2ccccc2OC)s1	-3%	.	20µM*	10%	.	0.8%[9.22 µM]	3%	-2%	.	6%	.
Cc1cccc(Nc2nc(N)nc(CN3CCN(c4ccccc4F)CC3)n2)c1	-7%	i	?	3%	i	-3.1%[57.5 µM]	3%	?	i	0%	i

# This is a subset, so the mix of outcomes need not match the whole.
